BoNT-F LC inh = BoNT F light chain protease inhibition. Multiplex microsphere protease cleavage assay, flow cytometry. inhibition, % at 10 µM. 360,000 compounds, 0.22% hits. AID 588497; in the data active = inhibition above about 35%, passing the limit was not always enough; inconclusive = no clear call, values can overlap the other calls; also: plate controls were buffer without enzyme for full effect and enzyme alone for no effect
BoNT-A LC inh2 = inhibitors of Botulinum neurotoxin A light chain protease; AID 588499; multiplex microsphere protease substrate cleavage, flow cytometry; 360,000 compounds, 0.17% hits; inhibition, % at 10 µM; also: plate controls were buffer without enzyme for full effect and enzyme alone for no effect
Anthrax LF inh2 = blocks Bacillus anthracis lethal factor protease. inhibition, % at 10 µM. multiplex microsphere protease cleavage assay, LF. 360,000 compounds, 0.12% hits. P15917; also: plate controls were buffer without enzyme for full effect and enzyme alone for no effect
Target sequence (P15917 whole entry, looked up): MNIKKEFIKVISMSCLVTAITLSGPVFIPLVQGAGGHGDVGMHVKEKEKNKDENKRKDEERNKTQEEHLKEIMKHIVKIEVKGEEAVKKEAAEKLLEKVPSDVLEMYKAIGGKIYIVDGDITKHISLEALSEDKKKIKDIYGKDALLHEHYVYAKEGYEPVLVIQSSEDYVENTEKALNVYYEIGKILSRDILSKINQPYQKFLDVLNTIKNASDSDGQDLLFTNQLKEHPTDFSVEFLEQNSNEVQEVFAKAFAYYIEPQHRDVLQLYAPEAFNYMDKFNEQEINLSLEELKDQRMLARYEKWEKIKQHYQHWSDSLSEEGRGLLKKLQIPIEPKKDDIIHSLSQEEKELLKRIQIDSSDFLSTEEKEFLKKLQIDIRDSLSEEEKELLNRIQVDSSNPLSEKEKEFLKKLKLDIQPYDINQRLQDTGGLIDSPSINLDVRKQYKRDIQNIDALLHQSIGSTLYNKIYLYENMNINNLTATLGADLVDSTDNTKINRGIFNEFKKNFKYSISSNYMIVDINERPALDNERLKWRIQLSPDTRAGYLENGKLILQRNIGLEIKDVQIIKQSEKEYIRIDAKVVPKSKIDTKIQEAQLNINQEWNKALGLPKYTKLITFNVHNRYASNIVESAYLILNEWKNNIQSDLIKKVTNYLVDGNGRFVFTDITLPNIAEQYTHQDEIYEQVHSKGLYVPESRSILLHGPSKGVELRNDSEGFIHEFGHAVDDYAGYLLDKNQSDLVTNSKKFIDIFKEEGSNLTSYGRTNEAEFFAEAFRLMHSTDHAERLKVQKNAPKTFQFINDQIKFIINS
Rv3671c protease = inhibitors of M. tuberculosis serine protease Rv3671c. AID 2606. inhibition, % at 5.96 µM. 320,000 compounds, 0.048% hits; in the data active = inhibition above about 38%;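 also: extracellular domain of Rv3671c used as enzyme; 0% = enzyme with DMSO and 100% = no enzyme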
CCHF vOTU inh = blocks the CCHF virus ovarian tumor domain protease; CCHFV vOTU protease, Pep-AMC fluorescence; inhibition, % at 11.5 µM; 370,000 compounds, 0.55% hits; in the data active = inhibition above about 30%; also: 0% = vehicle wells with enzyme and 100% = no enzyme wells
PrPC surface inh = cell surface PrPC inhibition, primary TR-FRET screen; P04156; 370,000 compounds, 0.43% hits; TR-FRET read-out; AID 720596; inhibition, % at 13.8 µM; in the data active = inhibition above about 24%; also: 0% = median of the test wells and 100% = reference compound wells
VHR inh abs = blocks human VHR1 dual specificity phosphatase. inhibition, % at 13.3 µM. 290,000 compounds, 0.52% hits. recombinant VHR phosphatase, pNPP absorbance. P51452; in the data active = inhibition above about 50%; also: some compounds called inactive have numbers as strong as hits
Target sequence (P51452 whole entry, looked up): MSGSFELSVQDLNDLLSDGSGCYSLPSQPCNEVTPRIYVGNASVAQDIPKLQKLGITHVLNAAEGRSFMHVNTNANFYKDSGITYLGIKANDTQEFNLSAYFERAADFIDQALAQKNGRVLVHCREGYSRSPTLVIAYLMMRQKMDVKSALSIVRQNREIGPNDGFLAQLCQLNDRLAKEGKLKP
SARS 3CLpro inh = SARS-CoV 3CLpro protease inhibition; P0C6X7; 290,000 compounds, 0.14% hits; inhibition, % at 6 µM; AID 1706; recombinant SARS-CoV 3CLpro, quenched FRET peptide cleavage; in the data active = inhibition above about 12%
MazEF act = MazEF (E. coli) toxin RNase activation; P0AE70; 350,000 compounds, 0.32% hits; activation, % at 20 µM; FAM/BHQ RNA-DNA oligo cleavage fluorescence, 5 h; in the data active = activation above about 50%
Target sequence (P0AE70 whole entry, looked up): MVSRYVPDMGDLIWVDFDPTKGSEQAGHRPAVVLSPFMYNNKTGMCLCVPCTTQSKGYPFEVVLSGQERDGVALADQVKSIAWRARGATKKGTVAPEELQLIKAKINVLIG
PriA SSB inh = inhibitors of Klebsiella pneumoniae PriA binding to SSB C-terminal tail | AlphaScreen SSBct-PriA binding, biotinylated peptide | 430,000 compounds, 0.6% hits | inhibition, % at 33 µM; in the data active = inhibition mostly above about 37%, no sharp cut-off; inactive = mostly below about 20%;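 also: plate controls were negative control peptide for no effect and reference peptide for full effect; strong numbers were not always called active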
Active calls of the source: *; u = inconclusive; x = no result given; ! = a repeat was not active. Rule as the data show it, unless noted: active = inhibition above about 30%; inconclusive = no clear call, values can overlap the other calls; inactive = below that. These rows are one share of the data; count on the stated rates, not on these rows.

SMILES | BoNT-F LC inh | BoNT-A LC inh2 | Anthrax LF inh2 | Rv3671c protease | CCHF vOTU inh | PrPC surface inh | VHR inh abs | SARS 3CLpro inh | MazEF act | PriA SSB inh
NS(=O)(=O)c1ccc(CCNC(=O)c2ccc(CS(=O)(=O)c3ccc(Br)cc3)o2)cc1 | 3 | 4.6 | 1 | -1 | 5 | 0 | 7 | -2 | 1 | -16
O=C1CC(c2ccc3c(c2)OCCO3)Oc2ccc([N+](=O)[O-])cc21 (centres undefined) | -5 | -1.7 | 2 | -5 | -1 | -5 | 13 | 1 | 6 | -2
CC(C)CNC(=O)C1(C)CCCN1C(=O)CCc1cccs1 (centres undefined) | 8 | 0.2 | -3 | x | -3 | -5 | x | x | x | x
Cc1cc(SCn2nnc3ccccc3c2=O)nc2ccccc12 | 5 | -0.1 | 1 | -8 | -7 | -1 | 2 | 10 | -3 | 1
Cc1nn(-c2ccccc2)c(Cl)c1C1C(C#N)=C(N)Oc2c1c(C)nn2-c1ccccc1 (centres undefined) | -30 | 0.0 | -1 | 8 | 17 | -3 | 28 | 3 | 11 | 4
CCOC(=O)N1CCN(C(=O)Cn2ncc3c2-c2ccccc2OC3)CC1 | -10 | -0.9 | -4 | 3 | -4 | -3 | -12 | -3 | -16 | -40
COc1ccc(N2C(=O)/C(=C/N(C)C)NC2=S)cc1 | -4 | -2.4 | 2 | -4 | 0 | -18 | 4 | 5 | 2 | -9
COc1ccc(C(c2nnnn2-c2c(C)cccc2C)N2CCC3(CC2)C(=O)NCN3c2ccccc2)cc1 (centres undefined) | -4 | 0.0 | -8 | x | 4 | 3 | x | x | x | x
Cc1ccc(-c2cc(NC=O)c3ncc(-c4cnn(C)c4)n3c2)cc1 | 0 | 0.5 | -1 | x | -5 | 2 | x | x | x | x
CN(CCC#N)C(=O)CC(Cc1ccccc1)C1CCOC(C)(C)C1 (centres undefined) | 5 | 0.0 | -3 | 5 | -3 | 7 | 13 | 6 | 6 | -12
Nc1ncc(P(=S)(N2CCOCC2)N2CCOCC2)s1 | -8 | -0.4 | 2 | -5 | -2 | 3 | 6 | -7 | 1 | -5
CCS(=O)(=O)c1ccc2oc(=O)c(/C=C(\O)c3ccc(Cl)cc3)nc2c1 | -4 | -0.9 | -5 | 3 | -10 | 10 | 1 | 0 | -4 | -14
CC1=C(C(=O)N(C(C)C)C(C)C)CC(CC(=O)NC(c2ccccc2)c2ccccc2)C(=O)N1CCCN1CCCC1=O (centres undefined) | -3 | -0.2 | -7 | x | 4 | -10 | x | x | x | x
CC(C)CC(=O)N1CCN(Cc2ccc(C(F)(F)F)cc2)CC1 | u | -1.5 | -11 | 8 | 3 | -3 | 4 | 7 | -12 | -9
N=c1c2c(ncn1CCN1CCOCC1)Oc1cc(O)ccc1C2c1ccccc1 (centres undefined) | -8 | -0.6 | -1 | 5 | -4 | -13 | 10 | -1 | -7 | 0
Cc1ccc(CNCC(O)c2ccccc2)s1 (centres undefined) | u | u | 7 | 1 | -15 | 0 | 17 | 4 | 9 | 5
Cc1[nH]c(=S)c(C#N)c2c1CCCC2 | 4 | 0.9 | 3 | -3 | -4 | -4 | 12 | 4 | -2 | 7
CCC(=O)Oc1ccc(C(=O)Nc2cccc(NC(=O)c3ccco3)c2)cc1 | -3 | 1.0 | -4 | -7 | 6 | 5 | 10 | 2 | 12 | 0
O=C(Nc1cccc2nsnc12)c1ccc(-c2ccc(Br)cc2)o1 | -8 | 7.7 | 2 | -6 | 28 | 0 | -1 | 3 | -43 | -13
CC(c1ccccc1)c1nnc(NC(=O)c2ccc3c(c2)OCO3)s1 (centres undefined) | 7 | -0.9 | -2 | -5 | -9 | 0 | 9 | 7 | 0 | -13

Just VHR inh abs, SARS 3CLpro inh and Anthrax LF inh2, for some of the entries so far:
SMILES	VHR inh abs	SARS 3CLpro inh	Anthrax LF inh2
CCC(=O)Oc1ccc(C(=O)Nc2cccc(NC(=O)c3ccco3)c2)cc1	10	2	-4
CCOC(=O)N1CCN(C(=O)Cn2ncc3c2-c2ccccc2OC3)CC1	-12	-3	-4

Continuation:
SMILES | BoNT-F LC inh | BoNT-A LC inh2 | Anthrax LF inh2 | Rv3671c protease | CCHF vOTU inh | PrPC surface inh | VHR inh abs | SARS 3CLpro inh | MazEF act | PriA SSB inh
CCc1noc(C)c1C(=O)OC(C)C(=O)Nc1ccccc1OC (centres undefined) | x | x | x | 2 | -8 | 6 | x | x | 3 | -16
O=C(O)Cc1c(C(=O)O)nnn1-c1cccc(C(F)(F)F)c1 | 0 | -0.3 | -7 | 1 | 1 | -3 | -17 | 4 | 15 | -4
O=C(Nc1ccccc1)ON=C1c2ccccc2-c2ccccc21 | -13 | -1.3 | -2 | -9 | -12 | 4 | 27 | -1 | 4 | -2
N#CCCN(Cc1cccs1)C(=O)Nc1ccccc1 | 5 | -0.8 | 2 | 3 | -7 | 3 | 4 | 1 | 9 | -4
CO/N=C/c1ccc(N2CCOCC2)c([N+](=O)[O-])c1 | -6 | -0.2 | 5 | 9 | 4 | -4 | 9 | 0 | -6 | x
C/C(NC(=O)c1ccccc1F)=C1\C(=O)C[C@@H]2[C@H]1C2(C)C | -9 | 0.1 | 2 | -1 | 8 | 4 | -4 | 2 | -3 | -42
O=[N+]([O-])c1ccc(-c2ccc(/C=N/Nc3nc(N4CCCCC4)nc(N4CCCCC4)n3)o2)cc1 | 3 | 0.7 | 3 | x | 0 | 5 | -1 | 0 | -6 | x
CCCCN(CCCC)CCNC(=O)c1cn(C)c2ccc(S(=O)(=O)N(C)C3CCCCC3)cc2c1=O | 1 | 0.8 | 0 | -3 | 27 | -17 | 24 | 0 | 6 | -5
N#CCCN(C(=O)COC(=O)c1ccc2c(c1)OCCO2)c1ccccc1 | 0 | 0.2 | 2 | -4 | 0 | 3 | x | x | 0 | 1
O=C1C=C(NNC(=O)c2ccccc2Br)CCC1 | -5 | -0.5 | -2 | -10 | 3 | -9 | -4 | 2 | 2 | -2
CCn1c(NCc2c[nH]c3ccccc23)nc2ccccc21 | 18 | 1.1 | -5 | -3 | 6 | 0 | x | 2 | 10 | 6
COc1ccc(-c2nc(CCNC(=O)c3ccc(Br)o3)cs2)cc1 | 3 | 0.1 | -3 | 0 | 0 | 7 | -6 | 3 | 9 | -4
CN(Cc1ccc(C(F)(F)F)cc1)C(=O)c1ccc(Oc2ccccc2)cc1 | -11 | -2.8 | -9 | -5 | 18 | -3 | x | -1 | -4 | -6
O=C(NC(=S)Nc1ccc(Oc2ccc(Cl)cc2)cc1)c1ccccc1 | -7 | -1.1 | -9 | -17 | 11 | 0 | 35 | 1 | -8 | 1
CN(Cc1ccco1)S(=O)(=O)c1cc(F)ccc1CN1C(=O)c2cccnc2C1=O | 0 | -0.6 | -1 | 11 | 21 | -9 | 39 | 2 | -2 | 5
COc1ccc(C2=NN(C(=O)CN3CCCC3)C(c3ccc(OC)cc3)C2)cc1 (centres undefined) | 57* | 2.5 | 34* | 2 | -1 | -8 | -10 | 0 | 3 | 4
CCNC(=S)N1CCC(c2nc3ccccc3s2)CC1 | 5 | 0.0 | 0 | -1 | 2 | 4 | 5 | 2 | 1 | -3
O=C(Nc1cccc(S(=O)(=O)N2CCCCCC2)c1)C1CCC1 | 4 | 0.9 | -6 | -4 | -10 | 4 | x | x | 3 | 1
O=C(O)/C=C\C(=O)Nc1cc(O)ccc1[N+](=O)[O-] | 2 | 0.0 | -2 | 7 | 13 | -11 | 20 | 4 | -1 | -5
CCOC(=O)CSc1nc2cc(C(=O)N3CCC(C(N)=O)CC3)ccc2c(=O)n1C1CCCCC1 | -2 | 0.1 | -2 | 1 | -10 | -4 | 25 | -4 | 3 | 2

Exported with values under each structure: entries from further up.
The line under a structure holds: BoNT-F LC inh	BoNT-A LC inh2	Anthrax LF inh2	Rv3671c protease	CCHF vOTU inh	PrPC surface inh	VHR inh abs	SARS 3CLpro inh	MazEF act	PriA SSB inh
- NS(=O)(=O)c1ccc(CCNC(=O)c2ccc(CS(=O)(=O)c3ccc(Br)cc3)o2)cc1
→ 3	4.6	1	-1	5	0	7	-2	1	-16
- O=C1CC(c2ccc3c(c2)OCCO3)Oc2ccc([N+](=O)[O-])cc21 (centres undefined)
→ -5	-1.7	2	-5	-1	-5	13	1	6	-2
- CC(C)CNC(=O)C1(C)CCCN1C(=O)CCc1cccs1 (centres undefined)
→ 8	0.2	-3	x	-3	-5	x	x	x	x
- Cc1cc(SCn2nnc3ccccc3c2=O)nc2ccccc12
→ 5	-0.1	1	-8	-7	-1	2	10	-3	1
- Cc1nn(-c2ccccc2)c(Cl)c1C1C(C#N)=C(N)Oc2c1c(C)nn2-c1ccccc1 (centres undefined)
→ -30	0.0	-1	8	17	-3	28	3	11	4
- CCOC(=O)N1CCN(C(=O)Cn2ncc3c2-c2ccccc2OC3)CC1
→ -10	-0.9	-4	3	-4	-3	-12	-3	-16	-40
- COc1ccc(N2C(=O)/C(=C/N(C)C)NC2=S)cc1
→ -4	-2.4	2	-4	0	-18	4	5	2	-9
- COc1ccc(C(c2nnnn2-c2c(C)cccc2C)N2CCC3(CC2)C(=O)NCN3c2ccccc2)cc1 (centres undefined)
→ -4	0.0	-8	x	4	3	x	x	x	x
- Cc1ccc(-c2cc(NC=O)c3ncc(-c4cnn(C)c4)n3c2)cc1
→ 0	0.5	-1	x	-5	2	x	x	x	x
- CN(CCC#N)C(=O)CC(Cc1ccccc1)C1CCOC(C)(C)C1 (centres undefined)
→ 5	0.0	-3	5	-3	7	13	6	6	-12
- Nc1ncc(P(=S)(N2CCOCC2)N2CCOCC2)s1
→ -8	-0.4	2	-5	-2	3	6	-7	1	-5
- CCS(=O)(=O)c1ccc2oc(=O)c(/C=C(\O)c3ccc(Cl)cc3)nc2c1
→ -4	-0.9	-5	3	-10	10	1	0	-4	-14

Going on with the list.
SMILES | BoNT-F LC inh | BoNT-A LC inh2 | Anthrax LF inh2 | Rv3671c protease | CCHF vOTU inh | PrPC surface inh | VHR inh abs | SARS 3CLpro inh | MazEF act | PriA SSB inh
Cc1ccc(-c2nc(C3CCN(S(=O)(=O)c4ccc(C(C)(C)C)cc4)CC3)no2)cc1 | -4 | -0.4 | -4 | -13 | -5 | 6 | 11 | -2 | 7 | -7
Cc1ccc(Oc2ccccc2/C=C/C(=O)O)cc1 | -23 | -1.1 | 2 | 3 | -7 | -3 | 11 | 5 | 2 | -6
CCN(CC)CCn1c(=S)[nH]c2cc(Cl)ccc2c1=O | -6 | 0.6 | 0 | -1 | -1 | -17 | 37 | 1 | 0 | -12
N#C/C(=C\c1cccnc1)c1nc2ccccc2[nH]1 | 2 | -0.1 | -4 | -3 | -9 | 2 | 16 | -3 | -48 | -1
COc1cc(/C=N/NC(=O)c2ccccc2)ccc1O | -2 | -0.3 | 2 | -5 | 7 | 0 | 10 | 3 | 1 | x
O=Cc1c(N2CCC3(CC2)OCCO3)nc2ccccn2c1=O | u | 3.1 | 4 | 2 | -2 | -16 | 21 | 2 | 3 | 4
CN(C)c1ccc(C(c2ccc(N(C)C)cc2)c2ccc([N+](=O)[O-])cc2)cc1 | u | -8.9 | -8 | 7 | 2 | -5 | 45 | -2 | -13 | 18
CC(=O)c1cccc(NC(=O)c2ccc(OC3CSC3)cc2)c1 | -3 | 0.3 | 2 | 2 | 1 | -3 | 8 | 0 | 20 | 1
CC(=O)N=c1c(C#N)cc2c(=O)n3cccc(C)c3nc2n1CCCOC(C)C | -35 | 1.6 | -22 | -7 | -132 | -2 | 14 | 2 | -9 | -1
COc1ccc(CNC(=O)C2CCCN(S(=O)(=O)c3ccc4c(c3)CCCN4C(C)=O)C2)cc1 (centres undefined) | 3 | 0.2 | -1 | 3 | 10 | 12 | 9 | -1 | 9 | -1
OC(COCCC12CC3CC(CC(C3)C1)C2)CN1CCCC1 (centres undefined) | -8 | -0.5 | 0 | 5 | 10 | 8 | -6 | -3 | -7 | 12
O=C(Nc1nc(-c2cc(Cl)sc2Cl)cs1)c1ccc(Br)s1 | 1 | 0.4 | -4 | 0 | -9 | -4 | 13 | 1 | 8 | 44*!
COc1ccccc1N=NC1C(=O)N(C(N)=S)N=C1C (centres undefined) | u | 2.5 | 6 | 2 | 8 | -7 | -4 | 5 | 10 | 5

Screening data (PubChem BioAssay)
